Runt-CBFb FRET: inhibitors of human RUNX1 Runt domain binding to CBFb; inhibition, % at 20 µM; 220,000 compounds, 0.46% hits; Cerulean-Runt/Venus-CBFb FRET ratio 530/480, 1 h; Q01196+Q13951;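 active = inhibition over about 50% at 20 µM in the single-dose screen, limit read from the data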;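 note: 0% = DMSO wells and 100% = excess unlabeled CBFb competitor control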
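Doses: 20 µM compound in 1% DMSO | Material: Cerulean-labeled Runt domain protein | Amount: Each fluorescent fusion protein 100 nM | Schedule: Two 1 h room-temperature incubations shielded from light | Measured by: FRET fluorescence | Evaluation: Loss of energy transfer signal | Controls: Unlabeled CBFb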
BaF3 tox: counter-screen for JAK2V617F inhibitors: parental Ba/F3 viability inhibitors | CellTiter-Glo ATP luminescence | inhibition, % at 5.6 µM | 220,000 compounds, 1.1% hits | AID 1486;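 active = inhibition above a per-campaign cutoff, the mean inhibition of all tested compounds plus 3 SD, cut at about 27% in these data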;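 note: 0% = DMSO wells and 100% = JAK Inhibitor I control wells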
S1P4 agonist: activates the human S1P4 receptor. activation, % at 4.98 µM. S1P4-expressing cell line, agonist reporter assay. 220,000 compounds, 0.35% hits; in the data active = activation above about 11%;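 note: 0% = DMSO vehicle and 100% = reference agonist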
Target sequence (O95977 whole entry, looked up): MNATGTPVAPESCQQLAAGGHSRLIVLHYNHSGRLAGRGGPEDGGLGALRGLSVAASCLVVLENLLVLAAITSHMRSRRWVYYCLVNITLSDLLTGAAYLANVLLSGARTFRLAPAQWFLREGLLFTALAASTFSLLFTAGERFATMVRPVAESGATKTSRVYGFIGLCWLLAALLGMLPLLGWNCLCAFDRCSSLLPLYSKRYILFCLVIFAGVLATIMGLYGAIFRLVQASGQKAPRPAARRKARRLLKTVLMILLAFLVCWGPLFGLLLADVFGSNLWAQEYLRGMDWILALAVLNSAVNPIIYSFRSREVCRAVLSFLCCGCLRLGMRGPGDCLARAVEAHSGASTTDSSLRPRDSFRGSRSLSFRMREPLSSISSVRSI
NPY-Y2 PAM-ag: human NPY-Y2 potentiation or agonism, primary screen; P49146; cells expressing NPY-Y2, potentiator/agonist read-out; activation, % at 3.6 µM; 220,000 compounds, 0.45% hits; in the data active = activation above about 27%;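 note: cells stimulated with NPY near EC25 plus isoproterenol at EC100; 0% = vehicle plus submaximal agonist and 100% = vehicle plus saturating agonist; some results beyond the cut were filed as inactive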
Target sequence (P49146 whole entry, looked up): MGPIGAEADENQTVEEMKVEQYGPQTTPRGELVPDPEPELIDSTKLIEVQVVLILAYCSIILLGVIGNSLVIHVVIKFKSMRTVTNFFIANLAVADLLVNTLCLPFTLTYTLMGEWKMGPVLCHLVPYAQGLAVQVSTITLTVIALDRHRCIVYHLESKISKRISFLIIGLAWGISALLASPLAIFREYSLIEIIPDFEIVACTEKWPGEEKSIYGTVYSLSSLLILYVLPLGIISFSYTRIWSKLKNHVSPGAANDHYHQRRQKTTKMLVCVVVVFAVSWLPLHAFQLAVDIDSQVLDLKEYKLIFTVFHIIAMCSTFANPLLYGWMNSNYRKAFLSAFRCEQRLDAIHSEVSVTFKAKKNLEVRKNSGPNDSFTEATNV
S1P4 antag: antagonists of human S1P4 receptor. O95977. S1P4-expressing cells, antagonist mode, reporter read-out. inhibition, % at 4.98 µM. 220,000 compounds, 0.26% hits. AID 1510; in the data active = inhibition above about 29%;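 note: 0% = wells stimulated with agonist and 100% = vehicle wells without agonist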
NPY-Y1 antag: NPY-Y1 (human) receptor antagonism. HEK293-CNG Y1 cells, membrane potential fluorescence; NPY at EC95, then isoproterenol. inhibition, % at 3.6 µM. 200,000 compounds, 1% hits;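 active = inhibition above the campaign mean inhibition of all tested compounds plus 3 SD, cut at about 20% in these data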;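 note: 0% = DMSO wells given NPY plus isoproterenol and 100% = isoproterenol alone without NPY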
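Material: HEK293 cells with Y1 receptor plus CNG channel; times: compound incubation 1 h at room temperature, readout 45 min post-stimulation; signal: fluorescence, membrane potential probe; read-out basis: fluorescence ratio normalized to % inhibition between controls; benchmarks: full-block control isoproterenol-only wells, zero-block control NPY plus isoproterenol wells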
NPY1 pot ag: potentiators or agonists of human neuropeptide Y receptor Y1 | P25929 | NPY-Y1 expressing cells, potentiator/agonist activation | 220,000 compounds, 0.37% hits | AID 1304 | activation, % at 3.6 µM; in the data active = activation above about 33%, passing the limit was not always enough;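 note: cells stimulated with NPY at EC10 then isoproterenol at EC100; 0% = low agonist plus stimulus and 100% = saturating agonist plus stimulus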
RBBP9 inhibitor: inhibitors of human serine hydrolase RBBP9. O75884. recombinant RBBP9, FP-Rh probe fluorescence polarization. inhibition, % at 7.94 µM. 220,000 compounds, 0.2% hits;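 active = inhibition above the campaign mean of all tested compounds plus 3 SD, cut at about 14% in these data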;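 note: plate controls were DMSO wells with RBBP9 for no effect and wells lacking RBBP9 protein for full effect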
Target sequence (O75884 whole entry, looked up): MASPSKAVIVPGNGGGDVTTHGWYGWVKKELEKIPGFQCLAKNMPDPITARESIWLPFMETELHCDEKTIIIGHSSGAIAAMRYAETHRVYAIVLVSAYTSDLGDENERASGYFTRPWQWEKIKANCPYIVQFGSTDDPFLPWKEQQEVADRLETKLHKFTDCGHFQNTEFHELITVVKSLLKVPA
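System: RBBP9 protein / Buffer or medium: Tris/NaCl buffer pH 8.0 with 0.1% Pluronic / Probe or stimulus: Serine-hydrolase probe FP-Rh, 375 nM pre-mixing / Dosing: 7.94 µM single dose, 0.794% DMSO / Times: enzyme-compound preincubation 30 min, then probe labeling 45 min, 25 °C / Technique: fluorescence polarization (mP), excitation 525 nm, emission 598 nm / Replication: singlicate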
Ba/F3 V617F tox: loss of viability in JAK2V617F-driven Ba/F3 cells; Ba/F3 EpoR-JAK2V617F viability, ATP luminescence; inhibition, % at 5.6 µM; 220,000 compounds, 1.1% hits; AID 1446;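 active = inhibition above the campaign mean plus 3 SD over all tested compounds, cut at about 24% in these data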;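 note: cytokine-independent growth of Ba/F3 cells driven by EpoR plus mutant JAK2; 0% = DMSO-treated cells and 100% = JAK inhibitor I control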
* = called active by the depositor; . = no result given; & = joins results of further samples.

SMILES	Runt-CBFb FRET	BaF3 tox	S1P4 agonist	NPY-Y2 PAM-ag	S1P4 antag	NPY-Y1 antag	NPY1 pot ag	RBBP9 inhibitor	Ba/F3 V617F tox
COc1ccc(NS(=O)(=O)c2cccc(NC(=O)C34CCC(CC3)C4)c2)cc1	0	0	0.4	-8	-17	6	3	-8	-4
Cc1nccn1CC(=O)N/N=C/c1cccs1	-1	-4	-2.2	10	3	.	-12	9	-4
O=C(N/N=C1/CCc2ccccc21)C1CC1	0	9	-0.6	-6	4	-1	-23	-3	0
CSCCC(NC(=O)c1ccccc1)C(=O)O (configuration not stated)	0	-1	-2.0	15	11	3	21	-1	-4
CCN(CC)S(=O)(=O)c1ccc(Cl)c(C(=O)NC(C)C(c2cccs2)N2CCCC2)c1 (configuration not stated)	0	14	0.6	3	0	6	2	-2	5
Cc1nc2c(ccc3nc(NC(=O)Cc4cccc5ccccc45)sc32)s1	-1	5	1.3	-3	11	-3	-17	-9	-6
Cc1nnc(SCC(=O)Nc2cccc(C(F)(F)F)c2)n1Cc1ccco1	7	2	0.6	10	-6	-1	16	-12	-1
c1ccc(Oc2ccc(-c3ccnc4nc(N5CCN(c6ccccc6)CC5)nn34)cc2)cc1	-6	6	-3.0	-7	7	2	16	-9	5
Cc1ccc(C(C)C)cc1S(=O)(=O)NCc1cccnc1	-1	2	-2.7	5	-12	3	-9	-7	0
N#CN=C(N)c1ccccc1	-1&0	-1&-1	-1.4&0.3	8&9	1&1	-3	5&24	-1&-4	-5&-3
O=C(NC1(C(=O)NC2CCCCC2)CCCCC1)c1ccccn1	0	6	-2.8	11	-6	-3	-12	-6	-2
NC(=O)CSC1=Nc2ccccc2C2=NC(CC(=O)NCc3cccs3)C(=O)N12 (configuration not stated)	2	2	1.3	-9	-6	0	-1	-10	0
Cc1cccc(NC(=S)NCc2ccco2)c1C	1	1	0.3	-15	3	9	1	4	-5
O=C(Cn1c(=O)sc2ccccc21)OC(CCl)CCl	-1	1	0.8	24	-17	-9	44*	-1	-2
CCN1C(=O)/C(=C/c2ccc(C)o2)N(C)C1=S	8	3	2.9	-1	2	5	4	-6	-1
NC(=O)C1CCN(c2c([N+](=O)[O-])cc(C(F)(F)F)cc2[N+](=O)[O-])CC1	0	3	-1.2	0	6	.	-10	1	-1
CCc1nc2nc(C)cc(Nc3cccc(C(F)(F)F)c3)n2n1	-2	8	-0.5	9	5	3	18	0	-2
c1ccc(-n2c(Sc3cnccn3)nnc2-c2cccs2)cc1	0	1	2.1	-8	-1	-6	1	-1	0
COc1ccc(-c2nc3c(=O)n(C)c(=O)[nH]c3n2CCc2ccccc2)cc1	0	1	0.9	-36	8	0	-14	-2	1
COC(c1ccccc1)c1nnc(CCC(=O)NC2C3CC4CC(C3)CC2C4)o1 (configuration not stated)	-3	4	-1.0	3	-9	-1	0	-9	-5

Reprinted at random: 2 records from the list
SMILES	Runt-CBFb FRET	BaF3 tox	S1P4 agonist	NPY-Y2 PAM-ag	S1P4 antag	NPY-Y1 antag	NPY1 pot ag	RBBP9 inhibitor	Ba/F3 V617F tox
Cc1nc2c(ccc3nc(NC(=O)Cc4cccc5ccccc45)sc32)s1	-1	5	1.3	-3	11	-3	-17	-9	-6
c1ccc(Oc2ccc(-c3ccnc4nc(N5CCN(c6ccccc6)CC5)nn34)cc2)cc1	-6	6	-3.0	-7	7	2	16	-9	5

Further structures:
SMILES	Runt-CBFb FRET	BaF3 tox	S1P4 agonist	NPY-Y2 PAM-ag	S1P4 antag	NPY-Y1 antag	NPY1 pot ag	RBBP9 inhibitor	Ba/F3 V617F tox
COc1ccccc1NC(=O)Cn1nnc(-c2ccccc2NC(=O)c2cccs2)n1	-2	-1	1.2	8	-1	-4	4	-2	-6
COc1ccc(-c2nn(C)c(=O)c3ccccc23)cc1CNS(C)(=O)=O	1	5	1.3	5	-11	1	8	-8	-1
COCCOc1ccc(C(F)(F)F)cc1N	1	3	3.3	-3	-9	5	-5	-9	0
O=C(CCSc1ccc(Cl)cc1)NC1CCCCC1	.	4	0.6	-6	-9	6	7	3	-4
COc1cccc(-c2nn(-c3ccccc3)cc2C(=O)Nc2nccs2)c1	2	7	-1.8	-8	-13	-4	-18	-24	0
CCOc1ccccc1/C=C(\C#N)C(=O)Nc1cccc(C(=O)O)c1	-5	-7	0.9	-19	-3	.	10	-6	-3
COCCN1Cc2cccc(C(=O)Nc3cccc(-c4nc5ccccc5[nH]4)c3)c2C1=O	-2	4	1.8	-25	-21	.	-12	-16	4
O=C(Nc1ccc(Cl)cc1)[C@@H]1[C@@H]2C(=O)N(c3cccc(F)c3)C(=O)[C@@H]2[C@H]2C=CC=NN21	0	-4	0.3	1	-7	.	-9	-14	0
COCN(C#N)c1nc(OC)nc(OC)n1	0	7	1.1	8	-7	-2	3	6	-1
CCCN(CCC)CC(O)CN(c1cc([N+](=O)[O-])ccc1OC)S(=O)(=O)c1ccccc1 (configuration not stated)	-1	12	-0.4	-11	-8	2	10	7	0
Cc1cccc(C(=O)NNC(=O)C2CCCO2)c1 (configuration not stated)	0	8	0.2	0	4	-4	-2	-6	2
CC(=O)NCCCc1nc2ccccc2n1Cc1cc(C)ccc1C	-2	3	1.2	-5	-2	-2	-2	0	-1
Cc1ccc(C(=O)NCCc2cccc(Cl)c2)cc1[N+](=O)[O-]	-3	10	-2.5	3	-10	4	-11	-2	-2
COc1cc2c(cc1OC)CN(c1ccc([N+](=O)[O-])cc1Cl)CC2	0	5	-0.3	3	9	5	-34	-3	-2
S=c1nc(-c2ccccc2Cl)[nH][nH]1	46	-3	0.1	6	-8	-1	23	-2	-3
CCNc1nc(NCC)nc(N/N=C/c2ccc(O)c(O)c2)n1	20	3	2.6	0	-7	-2	-8	2	0
COc1ccc(-n2cnnc2SCc2cnc(-c3ccccc3)s2)cc1	-2	7	1.6	4	-11	6	1	7	-5
CCOc1ccccc1NC(=O)C(=O)NCCC1=CCCCC1	-1	3	1.7	-6	-13	7	-8	-9	0
COC(=O)c1ccc(NS(=O)(=O)c2cc(C)ccc2OC)cc1	1	3	-0.9	10	10	2	0	-4	-1
CCOC(=O)c1cnc2ncnn2c1N	3	1	0.7	10	-28	0	-1	1	-2
Cn1c(SCC(=O)N2CCN(c3ccccc3)CC2)nnc1-c1c[nH]c2ccccc12	-3	2	-0.1	2	-14	5	-8	-7	1
COC(=O)c1ccccc1NC(=O)c1c(O)c2c([nH]c1=O)CCCC2	-1	8	0.2	7	-19	5	11	-9	-3
CCOC(=O)C1(CC2CC2)CCN(C(=O)c2cccnc2C)CC1	2	5	0.3	8	-18	1	11	-4	-4
CSc1ccccc1C(=O)Nc1nccs1	2	4	4.2	9	-12	9	11	-7	-2
Cc1onc(-c2c(Cl)cccc2Cl)c1C(=O)N1CCc2ccccc2C1	-1	-3	0.8	28	-18	6	5	2	-4
Cn1nnc2cc(C(=O)NCc3ccco3)ccc21	3	4	2.1	-2	4	-4	-9	-9	2
CCn1cc(C(=O)O)c(=O)c2cc(OC)ccc21	7	4	1.6	-5	-4	-2	-5	-1	-1
S=c1[nH]nc(-c2ccccc2)n1/N=C/C=C/c1ccco1	25	7	1.1	1	3	4	8	-1	4
O=S(=O)(Nc1ccccc1O)c1ccc(Cl)nc1	1	-2	1.9	-3	5	.	13	-10	0
Cc1n[nH]c(C)c1S(=O)(=O)N1CCC(C(=O)N2CCn3c2nc2ccccc23)CC1	1	4	-2.7	0	-10	6	-3	2	-1
Cn1cccc1/C=C1\SC(=Nc2ccccc2)NC1=O	3	72*	-1.2	-11	7	.	7	9	76*
COc1ccc(NC(=O)CSc2nc(N)c3cc4c(nc3n2)CCCC4)c(OC)c1	0	12	1.7	-8	3	-1	7	6	1
CCOC(=O)c1ccc(CSC(=N)N)o1	0	-5	0.0	-8	-8	.	12	-1	-4
Cc1cccn2c(=O)c(C=NCCO)c(NCc3ccco3)nc12	3	5	-0.2	-28	0	4	2	-7	3
Cc1c(NC(=O)CCSCCc2ccccn2)cccc1[N+](=O)[O-]	-3	1	1.5	0	1	2	8	-9	1
COc1ccccc1CNC(=O)CN1CCC(n2cnc3cc(F)ccc32)CC1	-1	4	-1.5	-10	-16	4	7	4	-3
COC(=O)c1ccc(/C=C/C(=O)c2cccc(OC)c2)cc1	-4	4	-0.1	0	21	7	-29	-2	-4
Cc1ccc(CNC(=O)CS(=O)(=O)CC(=O)O)cc1	0	3	-0.5	5	-13	4	-14	3	-2
CC(=O)N1C(C)(C)CC(=NOC(=O)c2ccccc2)CC1(C)C	0	6	-0.8	-11	-4	0	-21	-4	3
COCCCNC(=O)c1ccc2c(=O)n(Cc3ccc4c(c3)OCO4)c(=S)[nH]c2c1	2	-1	0.1	1	-19	8	3	-11	2
CCCSc1nnc(CSc2nc3ccccc3s2)n1-c1ccccc1	.	8	0.1	-15	-15	13	17	0	0
Cc1ccc2nc(NCCC(=O)O)nc(-c3ccccc3)c2c1	48	5	0.4	2	-2	6	-7	-11	2
NC(=O)c1oc2ccccc2c1NC(=O)CN1CCCCC1	0	2	-1.2	15	-1	-5	-19	4	-4
CCCCOC(=O)Nc1cc(C(=O)OC)ccc1C(=O)OC	-2	-5	-2.2	0	4	5	-5	3	3
CN(C)c1cccc(/C=C(\C#N)c2ccccc2)c1	-2	76*	-0.2	-8	-6	.	10	-4	81*
CN(C)C(CNC(=O)C1CCCN(C(=O)c2ccc(Cl)cc2)C1)c1ccco1 (configuration not stated)	1	2	-1.1	-7	6	4	2	2	4
Cc1ccccc1-n1c(O)c(C=NC2CCS(=O)(=O)C2)c2ccccc2c1=O (configuration not stated)	1	-4	0.5	8	7	.	-2	3	4
Cc1cccc(N2CCN(c3nnnn3-c3ccccc3)CC2C)c1 (configuration not stated)	0	2	1.5	7	-13	12	-22	-2	-5
CCCCCN(C(=O)NC(=O)Nc1cccc(C)c1C)S(C)(=O)=O	-2	8	1.4	2	-10	3	1	-1	2
N#CCSc1nccc(/C=C/c2ccccc2)n1	0	2	3.2	-2	-8	7	-18	-9	0
O=C(NCc1cccs1)C(=O)NCC1OCCCN1S(=O)(=O)c1ccccc1 (configuration not stated)	-1	8	2.7	8	-10	-2	-4	2	-4
CCc1cc[n+](-c2nc([O-])sc2C=O)cc1	-42	-1	0.3	4	-11	7	9	-5	-1
COc1cc(OC)cc(-c2nnc(SCC(=O)NCc3cccs3)o2)c1	1	6	-1.0	-5	6	3	-2	-12	2
O=C(c1ccc(Cl)cc1)N1CCN(c2cc(=O)[nH]nc2-c2ccccc2)CC1	-1	9	-1.8	-20	-18	3	21	-10	3
CCn1cc(Br)c(C(=O)Nc2ccc(F)c(Cl)c2)n1	-1	6	0.3	1	-10	-4	-6	1	-1
O=C(NCC1CCCO1)c1ccc(C(=O)NCC2CCCO2)cc1 (configuration not stated)	1	5	0.5	16	-5	-2	-6	-6	-1

Bioassay records from PubChem BioAssay.

Rows were taken by chance; about 3.6% have a hit in one of these screens.
